Assay outcomes from PubChem.
Mito fusion act – mitochondrial division inhibition or fusion activation; Potency, µM (series often up to 46.1 µM), without a hit: at the highest dose growth rescue (activation), actives largely listed as activators; 320,000 tested, 0.23% active; S. cerevisiae fusion-defective mutant growth rescue, CellTiterGlo 48 h; AID 485298;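 further: potency means the concentration at half of the fitted maximal effect; % of control where 0% means no effect; nearly all actives have a fitted effect of over 45% in size; temperature-sensitive fusion mutants such as fzo1-1 at 37 °C on non-fermentable ethanol glycerol medium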
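Temperature-sensitive fusion-defective S. cerevisiae (e.g. fzo1-1, mgm1-5) were grown with compound in YPEG medium (3% ethanol, 3% glycerol) for 48 hours at 37C. Growth rescue was measured as viability by CellTiterGlo luminescence after 10 minutes at ambient.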
TCR act – activates T cell receptor signaling; primary human leukocytes, anti-CD3, IL-2 HTRF, 48 h; Potency, µM (titrated, usually from 9.22 µM), for inactives: at the highest dose activation of IL-2 secretion, hits mostly activators; 330,000 tested, under 10 active; AID 504894; further: % of control where 0% means no effect
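Human primary leukocytes + a-CD3 beads + cpd, 48 hr; IL-2 in supernatant by HTRF (ex 320nm / em 665nm). No co-stimulatory signal supplied.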
Tb PFK block – T. brucei PFK enzyme inhibition. T. brucei PFK, ADP-Glo luminescence. AID 485367. Potency, µM (series often up to 57.5 µM), for inactives: top-dose activity, negative = inhibition, most hits filed as inhibitors. 330,000 tested, 0.17% active. O15648;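 further: potency means the concentration at half of the fitted maximal effect; 0% = uninhibited 1x PFK enzyme wells and -100% = no-enzyme wells; nearly all actives have a fitted effect of over 60% in size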
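Activity is normalized to no-enzyme wells (full inhibition) and 1.25 nM enzyme wells (no inhibition). Reaction: 0.5 mM F6P, 0.1 mM ATP, 45 min RT, ADP-Glo luminescence; concentration-response curves fitted and classed by quality.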
TSHR antag – human thyrotropin receptor antagonism. P16473. TSHR-expressing cells, TSH-stimulated cAMP HTRF, 2 h; hits give low values. activity change, negative = inhibition, % at 11.5 µM. 330,000 tested, 0.2% active. AID 504810;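 active means activity change below a set negative limit, meaning inhibition stronger than a set level, cut at about -70% in these data; inconclusive means activity change between two set negative limits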; further: on the % scale 0 is the no-effect control and ±100 the full control effect
Target sequence (P16473 whole entry, looked up): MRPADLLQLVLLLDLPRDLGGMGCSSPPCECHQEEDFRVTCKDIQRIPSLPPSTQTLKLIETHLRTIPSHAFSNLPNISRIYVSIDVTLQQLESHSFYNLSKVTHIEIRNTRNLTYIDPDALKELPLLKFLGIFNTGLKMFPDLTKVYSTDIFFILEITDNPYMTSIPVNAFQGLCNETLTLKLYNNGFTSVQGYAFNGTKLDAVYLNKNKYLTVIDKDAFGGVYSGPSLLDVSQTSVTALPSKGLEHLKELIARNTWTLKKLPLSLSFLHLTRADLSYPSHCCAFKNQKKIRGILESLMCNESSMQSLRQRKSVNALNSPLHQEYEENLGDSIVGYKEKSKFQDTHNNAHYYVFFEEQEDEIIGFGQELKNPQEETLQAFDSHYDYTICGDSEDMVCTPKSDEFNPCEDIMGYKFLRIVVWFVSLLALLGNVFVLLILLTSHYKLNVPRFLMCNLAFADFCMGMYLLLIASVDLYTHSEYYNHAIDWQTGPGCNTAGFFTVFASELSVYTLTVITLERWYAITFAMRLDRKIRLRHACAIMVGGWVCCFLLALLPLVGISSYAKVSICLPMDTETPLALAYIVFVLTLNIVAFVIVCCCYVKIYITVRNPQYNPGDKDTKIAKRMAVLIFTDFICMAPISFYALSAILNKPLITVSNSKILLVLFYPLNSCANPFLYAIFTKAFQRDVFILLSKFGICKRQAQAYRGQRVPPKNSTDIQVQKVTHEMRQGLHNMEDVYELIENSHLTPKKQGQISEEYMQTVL
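Inhibition of cAMP made by TSHR-expressing cells under TSH stimulation (4nM final, EC80; 2 h, 37 deg C) is quantified with a one-step lysis HTRF kit, anti-cAMP cryptate versus cAMP-d2.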
Integrin act MD – activators of alpha7 integrin expression for muscular dystrophy | alpha7betagal myoblasts, beta-gal FDG fluorescence, 48 h | Potency, µM (series often up to 38.3 µM), without a hit: top-dose activation, actives largely listed as activators | 350,000 tested, 0.064% active | AID 624291;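 further: potency means the concentration at half of the fitted maximal effect; 100% = response of the positive control SU9516; nearly all actives have a fitted effect of over 60% in size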
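alpha7betagal+/- myoblasts (passage 13, 250/well) treated 48 h at 37C with compounds at 1:260 dilution of DMSO stock. Lysed, then beta-galactosidase activity read as FDG fluorescence (ex 480/em 540) after 30 min, with pre-read for autofluorescence.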
A-T KAP1 phos – candidate therapy for ataxia-telangiectasia; AID 485349; […] A-T fibroblasts, KAP-1 phosphorylation AlphaLISA; neocarzinostatin DNA damage 30 min before lysis; Potency, µM (doses to about 57.5 µM), for the others: at the top dose activation, actives largely listed as activators; 320,000 tested, 0.19% active; further: potency means the concentration at half of the fitted maximal effect; % of control where 0% means no effect; nearly all actives have a fitted effect of over 45% in size
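hTERT-immortalized A-T patient fibroblasts ([…]), 500 cells/well in OPTI-MEM, 1% FBS, got compounds for 60 min, then NCS for 30 min at 37C. Lysates were then assayed for phospho-KAP-1 by AlphaLISA (anti-pKAP1 donor, anti-KAP1 acceptor beads), 6 hr at 25C.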
S-ASM inh – blocks human secretory acid sphingomyelinase | P17405 | placental ASM, HMU-PC fluorogenic substrate, 60 min | Potency, µM (titrated, usually from 57.5 µM), inactives show at the highest dose activity change, negative = inhibition, usual class: inhibitors | 340,000 tested, 0.006% active; further: potency means the concentration at half of the fitted maximal effect
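Fluorogenic HMU-PC substrate (9 uM final) is turned over by placental ASM in 60 min at 37 C after a 10 min compound preincubation. Reaction ended by alkaline stop (pH 10), with fluorescence read at 386/447 nm.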
Chronic BCR inh – blocks chronic active B-cell receptor signaling; ABC-DLBCL IkBa-CBG/CBR reporter, luminescence ratio, 4 h; Potency, µM (highest dose often 46.1 µM), without a hit: top-dose ratio change, negative = lower green/red ratio, hits mostly inhibitors; 340,000 tested, 0.05% active; active means well fitted inhibition curve with a large enough effect in the signal ratio, with a control signal flat, not every such curve was filed as active; inconclusive means small, poorly fitted or top-dose-only effect, or effect the other way, or a change in a side signal; the % refers to the signal ratio;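 further: potency means the concentration at half of the fitted maximal effect; plate controls were basal doxycycline-induced cells for no effect and cells given 10 µM MG132 for full effect; MG132 reads +100%, hits lower the ratio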
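Concentration-response series (up to 46 uM) were applied to TMD8 dual-reporter cells for 4 h at 37C with doxycycline. Green/red ratio, after filter-overlap correction, defined %Activity; red signal alone was normalised to basal cells and zero luminescence.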
Eya2 phos inh – Eya2 (human) phosphatase inhibition. AID 488837. 330,000 tested, 0.006% active. recombinant Eya2, OMFP fluorescence dephosphorylation (OMFP is methylfluorescein phosphate). O00167. Potency, µM (doses to about 76.9 µM), for the others: at the top dose activity, negative = inhibition, hits mostly inhibitors; further: potency means the concentration at half of the fitted maximal effect; on the % scale 0 is the no-effect control and ±100 the full control effect
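Eya2 (0.2 uM) preincubated 10 min at ambient with compound, then OMFP substrate added at 50 uM; 10 min reaction in 50 mM HEPES pH 7.5, 50 mM NaCl, 5 uM MgCl2, 0.05% BSA, 1 mM DTT. Fluorescence read at Ex 485/Em 525 nm.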
ELG1 DNA repair – blocks ELG1-dependent DNA repair in HEK293T cells; HEK293T ELG1-luciferase reporter, luminescence, 16 h; DNA damage induced by 5-fluorouridine; Potency, µM (doses to about 46.1 µM), for the others: top-dose activity change, negative = inhibition, usual class: inhibitors; 330,000 tested, 2.3% active; further: potency means the concentration at half of the fitted maximal effect; on the % scale 0 is the no-effect control and ±100 the full control effect; nearly all actives have a fitted effect of over 55% in size
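Luminescence from the luciferase reporter, measured 30 min after ONE-Glo reagent at room temperature, was the read-out. Beforehand, 2,000 cells per well were exposed for 16 hr at 37 °C to 5-fluorouridine together with compound or vehicle.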
TSG101-PTAP inh – blocks PTAP/TSG101 interaction to inhibit HIV-1 budding | Q99816 | Fluorescence polarization, FITC-PTAP peptide / Tsg101 binding | Potency, µM (top dose mostly 115 µM), without a hit: top-dose activity change, negative = inhibition, actives largely listed as inhibitors | 340,000 tested, under 10 active; active means well fitted inhibition curve with a large enough effect in the main read-out, with a control signal flat, not every such curve was filed as active; inconclusive means small, poorly fitted or top-dose-only effect, or effect the other way, or a change in a side signal; inactive means no such curve, though single readings can be large or run the other way; further: potency means the concentration at half of the fitted maximal effect; % of control where 0% means no effect
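Fluorescence anisotropy tracks displacement of a FITC-tagged PTAP peptide (50 nM) from the Tsg101 binding domain (10 uM), following a 20 min room-temperature incubation at pH 7.5.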
An asterisk follows results filed as active; ? = inconclusive; · = no result given; [ ] = dose if it differs, or a comment. Unless noted, the call rests on the fitted dose curve; in most records, active means well fitted curve in the direction sought with a large enough effect; inconclusive means small, poorly fitted or top-dose-only effect, or another doubt; inactive means no such curve, though single readings can be large; an effect the other way counts as inactive or inconclusive. Not a hit list; overall some 3.2% were active at least once.

#1 O=C(NC(=O)C(F)(F)F)Nc1ccc(S(=O)(=O)Nc2nccs2)cc1
#2 COc1ccc(CCNS(=O)(=O)c2cccc(F)c2)cc1OC
#3 O=C(c1ccc(Cl)s1)N1CCN(c2nc3ccccc3s2)CC1
#4 CCNC(=S)/N=C(/Nc1ccccc1)Nc1nc(C)cc(C)n1
#5 Nc1cc(=O)[nH]c(SCCNS(=O)(=O)c2ccccc2)n1
#6 O=C(O)CCC(NC(=O)c1ccc(Cl)cc1)C(=O)O (stereo not drawn)
#7 C/C(=N\NC(=O)CN1CCN(S(=O)(=O)c2ccc(C)cc2)CC1)c1ccncc1
#8 COc1ccccc1CCC(=O)Oc1ccccc1C#N

entry no.	1	2	3	4	5	6	7	8
Mito fusion act	4%	-1%	8%	12%	-1%	7%	-2%	0%
TCR act	·	-2%	-4%	-7%	0%	11%	2%	0%
Tb PFK block	1%	-1%	0%	0%	1%	1%	-4%	0%
TSHR antag	-1	-5	-19	-1	9	-10	-4	6
Integrin act MD	-22%	4%[7.66 µM]	11%	2%	6%	7%	10%	36%
A-T KAP1 phos	-10%	-2%	10%	1%	5%	-1%	-4%	14%
S-ASM inh	-7%	3%	-7%	-6%	2%	3%	0%	3%
Chronic BCR inh	6%	-11%	-1%	0%	?	4%	5%	1%
Eya2 phos inh	-2%	3%	1%	-4%	17%	12%	6%	-3%
ELG1 DNA repair	-9%	11%	?	?	?	5%	-7%	15%
TSG101-PTAP inh	-6%	-3%	-3%	1%	0%	0%	-1%	-4%

Fetched by compound from the entries so far (5):
#7 C/C(=N\NC(=O)CN1CCN(S(=O)(=O)c2ccc(C)cc2)CC1)c1ccncc1
#6 O=C(O)CCC(NC(=O)c1ccc(Cl)cc1)C(=O)O (stereo not drawn)
#5 Nc1cc(=O)[nH]c(SCCNS(=O)(=O)c2ccccc2)n1
#1 O=C(NC(=O)C(F)(F)F)Nc1ccc(S(=O)(=O)Nc2nccs2)cc1
#8 COc1ccccc1CCC(=O)Oc1ccccc1C#N

entry no.	7	6	5	1	8
Mito fusion act	-2%	7%	-1%	4%	0%
TCR act	2%	11%	0%	·	0%
Tb PFK block	-4%	1%	1%	1%	0%
TSHR antag	-4	-10	9	-1	6
Integrin act MD	10%	7%	6%	-22%	36%
A-T KAP1 phos	-4%	-1%	5%	-10%	14%
S-ASM inh	0%	3%	2%	-7%	3%
Chronic BCR inh	5%	4%	?	6%	1%
Eya2 phos inh	6%	12%	17%	-2%	-3%
ELG1 DNA repair	-7%	5%	?	-9%	15%
TSG101-PTAP inh	-1%	0%	0%	-6%	-4%

Further entries follow.
#9 O=C(CN1CCN(S(=O)(=O)c2ccccc2F)CC1)Nc1ccccc1C(=O)c1ccccc1
#10 Cc1cc(C)n2nc(SCc3ccccc3F)nc2n1
#11 CCOC(=O)CC(=O)COc1nc2cc3c(nc2o1)CCCC3
#12 Cc1ccc(C)c(NS(=O)(=O)c2cc(C(=O)Nc3ccccc3-c3ccccc3)ccc2C)c1
#13 Cc1ccc(-c2noc(C3CCCN(C(=O)c4ccc(C(C)(C)C)cc4)C3)n2)o1 (stereo not drawn)
#14 Oc1cccc(Nc2ccccc2)c1
#15 CCCn1nc(C(=O)Nc2nnc(CC)s2)c2ccccc2c1=O
#16 COC(=O)Cc1cc(OC)c(OC)cc1Cc1cc(OC)c(OC)cc1CC(=O)OC

entry no.	9	10	11	12	13	14	15	16
Mito fusion act	1%	10%	5%	6%	18%	10%	0%	-5%
TCR act	3%	1%	·	1%	7%	5%	-3%	4%
Tb PFK block	3%	0%	-9%	4%	1%	-25%	0%	-4%
TSHR antag	-13	2	-11	-8	-3	6	-17	1
Integrin act MD	-17%	-14%	0%	-14%[7.66 µM]	-13%	·	9%	-7%
A-T KAP1 phos	-1%	-9%	6%	-1%	12%	4%	0%	-4%
S-ASM inh	0%	-1%	78%[activator]	-17%	0%	-1%	2%	-2%
Chronic BCR inh	0%	?	?	14%	?	0%	-3%	?
Eya2 phos inh	-4%	11%	6%	0%	-15%	15%	2%	-8%
ELG1 DNA repair	12µM*	?	?	?	?	13%	?	7%
TSG101-PTAP inh	-2%	-5%	-2%	-2%	-1%	-4%	1%	-4%

#17 CCOC(=O)c1sc(/S(C)=N\S(=O)(=O)c2cccc(Cl)c2)c2c1CCC=C2 (stereo not drawn)
#18 CCOc1ccc(N2CC(C(=O)NCCCc3ccccc3)CC2=O)cc1 (stereo not drawn)
#19 CCn1cnnc1SCC(=O)NCC1COc2ccccc2O1 (stereo not drawn)
#20 COc1ccc(CCNC(=O)CSc2nc(-c3ccco3)cc(C(F)(F)F)n2)cc1
#21 C=C(C)CSc1ncc(-c2cccc(C(F)(F)F)c2)cn1
#22 COc1ccc(OC)c(NC(=O)C2CCCN2C(=O)NC2CCCCC2)c1 (stereo not drawn)
#23 COc1ccc(C(=O)Nc2ccnn2C2CCN(Cc3ccncc3)CC2)cc1
#24 COC(=O)C1=C(COc2ccc(F)cc2)NC(=O)NC1c1ccc(C)cc1C (stereo not drawn)

entry no.	17	18	19	20	21	22	23	24
Mito fusion act	2%	-5%	-3%	4%	-2%	6%	3%	2%
TCR act	3%	-38%	1%	1%	1%	2%	-2%	·
Tb PFK block	-3%	-7%	-6%	5%	0%	-6%	?	2%
TSHR antag	-10	-8	51	-5	-11	0	3	37
Integrin act MD	-34%	19%	-50%[inhibitor]	-3%	1%	4%	0%	12%
A-T KAP1 phos	5%	1%	8%	0%	2%	4%	13%	18%
S-ASM inh	-3%	-2%	-2%	-7%	0%	3%	1%	0%
Chronic BCR inh	7%	?	5%	1%	9%	8%	0%	10%
Eya2 phos inh	-1%	-11%	-2%	-12%	-20%	-7%	-12%	1%
ELG1 DNA repair	-10%	-4%	?	-13%	2%	11%	2%	0%
TSG101-PTAP inh	-3%	0%	-3%	2%	-8%	-4%	0%	-1%

The closing 3 entries of the part before lead into the next:
#22 COc1ccc(OC)c(NC(=O)C2CCCN2C(=O)NC2CCCCC2)c1 (stereo not drawn)
#23 COc1ccc(C(=O)Nc2ccnn2C2CCN(Cc3ccncc3)CC2)cc1
#24 COC(=O)C1=C(COc2ccc(F)cc2)NC(=O)NC1c1ccc(C)cc1C (stereo not drawn)
#25 CCOc1ccccc1NC(=O)CSc1nnc2ccc(-c3cccnc3)nn12
#26 Cc1nc(NCc2ccc(S(N)(=O)=O)cc2)c2c(C)c(C)sc2n1
#27 O=C1Nc2ccccc2C12NCCc1c2[nH]c2ccccc12 (stereo not drawn)
#28 O=C(Cn1c(CO)nc2ccccc21)Nc1ccccc1Cl
#29 O=C1N/C(=C/c2cccn2-c2ccccc2)C(=O)N1Cc1ccccc1F
#30 CCN1CCCc2cc(CN(CCN3CCOCC3)C(=S)Nc3cccc(Cl)c3)ccc21

entry no.	22	23	24	25	26	27	28	29	30
Mito fusion act	6%	3%	2%	-3%	3%	-1%	-3%	6%	4%
TCR act	2%	-2%	·	-6%	7%	6%	-1%	4%[46.1 µM]	-7%
Tb PFK block	-6%	?	2%	-2%	1%	1%	-7%	-3%	-2%
TSHR antag	0	3	37	-8	25	21	19	26	-6
Integrin act MD	4%	0%	12%	5%	-6%	30%	7%	9%	0%
A-T KAP1 phos	4%	13%	18%	1%	6%	-4%	2%	2%	-3%
S-ASM inh	3%	1%	0%	3%	-3%[11.5 µM]	7%	0%	27%	-4%
Chronic BCR inh	8%	0%	10%	-10%	7%	4%	-10%	10%	1%
Eya2 phos inh	-7%	-12%	1%	5%	-9%	6%	-5%	1%	-1%
ELG1 DNA repair	11%	2%	0%	1%	5%	-1%	-20%	-1%	-15%
TSG101-PTAP inh	-4%	0%	-1%	-5%	3%	-7%	1%	1%	-2%
